TROY NFkB inh: inhibitors of TROY-dependent NF-kB signaling | inhibition, % at 10 µM | Q293 LMP1-TROYcd NF-kB luciferase reporter, 4 h | 360,000 compounds, 0.98% hits;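 active means compounds whose plate-normalised and pattern-corrected inhibition of the luciferase reporter signal at the single screening dose is 50% or more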
NR2F2 inh: NR2F2 (human) inhibition, primary screen. inhibition, % at 8.6 µM. AID 686940. 370,000 compounds, 0.7% hits. HEK293T NGFI-A luciferase reporter, luminescence. P24468;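 active means inhibition above a per-plate cutoff, mean inhibition of test wells between control levels plus 3 SD, cut at about 38% in these data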;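 further: cells cotransfected with COUP-TFII expression vector driving the NGFI-A reporter; 0% = median of COUP-TF2 test wells and 100% = reporter-only cells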
Target sequence (P24468 whole entry, looked up): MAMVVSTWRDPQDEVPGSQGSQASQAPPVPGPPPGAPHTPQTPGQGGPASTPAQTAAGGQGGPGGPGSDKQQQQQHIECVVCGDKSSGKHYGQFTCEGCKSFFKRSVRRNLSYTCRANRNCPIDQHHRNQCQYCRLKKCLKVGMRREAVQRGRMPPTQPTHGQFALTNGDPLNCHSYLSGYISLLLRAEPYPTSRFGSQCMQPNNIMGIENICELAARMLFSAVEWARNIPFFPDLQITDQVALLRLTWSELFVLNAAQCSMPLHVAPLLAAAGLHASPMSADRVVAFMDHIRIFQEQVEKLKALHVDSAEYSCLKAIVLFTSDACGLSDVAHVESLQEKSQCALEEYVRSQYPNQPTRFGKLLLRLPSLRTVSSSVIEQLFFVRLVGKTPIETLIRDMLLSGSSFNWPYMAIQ
NOD2 RIPK2 PPI: NOD2-RIPK2 protein interaction inhibition | 360,000 compounds, 0.38% hits | CHO BLA complementation NOD2-RIPK2, CCF4 ratio | inhibition, % at 4.98 µM | AID 624267; in the data active means inhibition above about 21%;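 further: 0% = vehicle only and 100% = reference blocker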
Target sequence (O43353 whole entry, looked up): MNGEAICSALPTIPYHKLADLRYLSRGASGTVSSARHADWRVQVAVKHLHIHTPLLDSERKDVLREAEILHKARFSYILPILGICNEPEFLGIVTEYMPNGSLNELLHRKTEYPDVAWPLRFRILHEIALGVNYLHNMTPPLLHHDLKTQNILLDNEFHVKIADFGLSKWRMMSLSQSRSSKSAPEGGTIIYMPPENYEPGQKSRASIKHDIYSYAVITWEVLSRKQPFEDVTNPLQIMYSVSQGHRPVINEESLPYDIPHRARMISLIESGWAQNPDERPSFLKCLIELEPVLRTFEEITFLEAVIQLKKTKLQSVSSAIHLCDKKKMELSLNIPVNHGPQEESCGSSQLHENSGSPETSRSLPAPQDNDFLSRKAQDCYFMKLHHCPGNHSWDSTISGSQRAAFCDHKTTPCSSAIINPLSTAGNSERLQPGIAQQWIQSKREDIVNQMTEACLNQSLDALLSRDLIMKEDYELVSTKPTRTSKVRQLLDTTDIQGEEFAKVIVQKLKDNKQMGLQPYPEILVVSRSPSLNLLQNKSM
SRC3 inh: human NCOA3 inhibition; HEK293 GAL4-SRC3 luciferase reporter, luminescence; inhibition, % at 3.6 µM; 360,000 compounds, 0.17% hits; AID 588352;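 active means inhibition above a per-campaign cutoff, the mean of all compounds plus 3 SD, cut at about 60% in these data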;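 further: 0% = DMSO-treated cells and 100% = gossypol-treated cells at 36 µM; higher means less SRC3-driven luciferase light from the GAL4 reporter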
EBV LMP1 NFkB: reduces LMP1-driven NF-kappaB luciferase signal | LMP1-induced NF-kappaB luciferase reporter cells, luminescence | inhibition, % at 12.5 µM | 350,000 compounds, 0.69% hits | AID 504558; in the data active means inhibition above about 41%;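 further: 0% = neutral control wells and 100% = reference inhibitor control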
TRAIL sens C8: caspase-8 TRAIL sensitization. AID 624354. 360,000 compounds, 1% hits. NB7+C8 cells + TRAIL, ATPlite viability luminescence. inhibition (viability loss, TRAIL sensitization), % at 10 µM;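 active means compounds causing at least 50% loss of cell viability in the single-dose screen, relative to plate controls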
SRC1 inh: human NCOA1 inhibition; HEK293 GAL4-SRC1 luciferase reporter, luminescence; inhibition, % at 3.6 µM; 360,000 compounds, 0.12% hits;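 active means inhibition above the campaign mean plus 3 SD, with each screening campaign given its own cutoff, cut at about 60% in these data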;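 further: 0% = DMSO treated cells and 100% = gossypol at 36 µM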
TWEAK Fn14 block: blocks TWEAK-Fn14 interaction in a reporter cell assay; TWEAK-stimulated Fn14 reporter cells, luciferase luminescence, 8 h; inhibition, % at 10 µM; 360,000 compounds, 2% hits; in the data active means inhibition above about 50%
TLR9-MyD88 block: TLR9-MyD88 interaction inhibition; CHO BLA complementation TLR9-MyD88, CCF4 FRET ratio; inhibition, % at 4.98 µM; 340,000 compounds, 0.21% hits;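 active means inhibition above the mean over all tested compounds plus 3 SD, cut at about 21% in these data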;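 further: 0% = DMSO only wells and 100% = clavulanate BLA inhibitor control wells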
NR5A2 inv ag: suppresses constitutive activity of human LRH-1. inhibition, % at 3.6 µM. HEK293T StAR-luciferase reporter, LRH-1 transfected, 24 h. 360,000 compounds, 0.13% hits. O00482;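 active means inhibition above the mean inhibition of all tested compounds plus 3 SD, cut at about 73% in these data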;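 further: 0% = DMSO wells and 100% = reporter-only cells lacking LRH-1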
NCOA2 inhibitor: inhibits human steroid receptor coactivator 2. inhibition, % at 9 µM. HEK293 GAL4-SRC2 luciferase reporter, luminescence. 370,000 compounds, 0.17% hits;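 active means inhibition above the mean inhibition of all tested compounds plus 3 SD, set per campaign, cut at about 52% in these data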;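 further: 0% = DMSO treated cells and 100% = cells given Gossypol at 36 µM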
Numbers without * were called inactive; / = no result given. The list is partial; rates above refer to the full screens.

SMILES	TWEAK Fn14 block	SRC1 inh	EBV LMP1 NFkB	NR5A2 inv ag	TRAIL sens C8	NCOA2 inhibitor	TROY NFkB inh	TLR9-MyD88 block	NOD2 RIPK2 PPI	SRC3 inh	NR2F2 inh
CCN1CCN(c2ncnc3scc(-c4ccc(C)cc4)c23)CC1	8	-2	15	-14	6	19	-7	-3	1	5	-4
CCCCN(C(=O)CN1CC(C)OC(C)C1)c1c(N)n(CC(C)C)c(=O)[nH]c1=O (configuration not stated)	-10	-16	6	3	8	-4	-2	-8	0	1	11
Cc1cc(N2C(=O)C(O)=C(C(=O)c3cc4ccccc4o3)C2c2ccc(Cl)cc2)no1 (configuration not stated)	3	-5	3	-4	-2	-24	-63	-9	-9	-17	-18
Cn1ccnc1SCC(=O)N1CCc2ccccc21	7	-112	-13	-57	-10	-49	-18	-15	1	-53	-29
N#CCc1ccc(NC(=O)c2ccc(S(=O)(=O)N3CCCC3)cc2)cc1	20	14	3	16	4	-13	12	4	-9	-8	13
O=C1NCCN1c1ncc([N+](=O)[O-])s1	-20	0	0	-6	1	-28	2	5	-5	-9	14
Cc1ccc(Cn2nnc3c(=O)[nH]c(C(=O)NCc4ccco4)nc32)cc1	-2	2	2	12	-12	2	-4	3	-3	19	11
O=C(Nc1ccc2c(c1)OCCO2)C1CCCN(c2ncccn2)C1 (configuration not stated)	67*	-96	-6	-122	25	-15	8	-8	-4	-82	-24
Cc1cccc(C)c1NC(=S)NCCCN1CCCC1=O	7	5	5	-2	-6	-7	10	4	-3	3	-9
CCCc1cc(=O)n2nc(N3CCC(C(=O)N4CCN(c5cccc(OC)c5)CC4)CC3)sc2n1	22	3	13	15	16	36	27	-10	1	-28	32
COc1ccc(/C=C(/NC(=O)c2ccc(C)cc2)c2nc3ccccc3[nH]2)cc1OC	0	0	-6	-15	10	-49	16	3	-9	-25	-18
CCC(=O)O[C@]1(C(=O)CCl)[C@@H](C)C[C@H]2[C@@H]3CCC4=CC(=O)C=C[C@]4(C)[C@@]3(F)[C@@H](O)C[C@@]21C	-16	-31	-1	-3	5	-5	8	2	-13	-30	-5
CCCCCSc1nnc2c(n1)OC(c1cccn1C)N(C(C)=O)c1ccccc1-2 (configuration not stated)	11	-8	-5	1	-2	-2	-10	5	-5	19	-9
COc1cc(/C=C2\C(=N)N3N=C(S(C)(=O)=O)SC3=NC2=O)ccc1OC(=O)c1ccco1	17	-22	4	-12	-11	17	5	-10	0	8	11
CN(CC(=O)Nc1ccccc1Cl)C(=O)CSc1ncc(C(F)(F)F)cc1Cl	3	18	6	-3	-4	-9	15	8	-7	9	16
COc1ccc(CN2CCNC(=O)C2CC(=O)N2CCCN(C(C)=O)CC2)cc1OC (configuration not stated)	-18	-1	-4	19	0	7	-1	-10	-5	-8	3
COC(=O)c1sc(NC(=O)CSc2nnc(C(C)C)n2C)nc1C	1	0	-6	-5	-9	-18	-7	-1	-5	8	1
O=C(c1c(F)cccc1F)N1CCN(c2ccccc2F)CC1	5	-23	8	-17	-3	-19	15	-2	-8	0	-4
CCCCNc1ncnc2c1cnn2Cc1ccc(Cl)cc1	-3	8	0	35	9	4	5	0	0	1	19
COc1cccc(-c2nc3c(c(SCC(=O)N4CCOCC4)n2)Cc2c(CO)cnc(C)c2O3)c1	5	-10	4	15	22	/	2	-4	-5	12	/

Whole records from above. Screens in order: TWEAK Fn14 block, SRC1 inh, EBV LMP1 NFkB, NR5A2 inv ag, TRAIL sens C8, NCOA2 inhibitor, TROY NFkB inh, TLR9-MyD88 block, NOD2 RIPK2 PPI, SRC3 inh, NR2F2 inh
CCC(=O)O[C@]1(C(=O)CCl)[C@@H](C)C[C@H]2[C@@H]3CCC4=CC(=O)C=C[C@]4(C)[C@@]3(F)[C@@H](O)C[C@@]21C is listed with -16, -31, -1, -3, 5, -5, 8, 2, -13, -30, -5
COc1cccc(-c2nc3c(c(SCC(=O)N4CCOCC4)n2)Cc2c(CO)cnc(C)c2O3)c1 is listed with 5, -10, 4, 15, 22, /, 2, -4, -5, 12, /

Continuation.
SMILES	TWEAK Fn14 block	SRC1 inh	EBV LMP1 NFkB	NR5A2 inv ag	TRAIL sens C8	NCOA2 inhibitor	TROY NFkB inh	TLR9-MyD88 block	NOD2 RIPK2 PPI	SRC3 inh	NR2F2 inh
CCN(CC)S(=O)(=O)c1cc(NC(=O)C2CCN(c3ncnc4sc(C)c(C)c34)CC2)ccc1Cl	97*	32	37	24	40	-2	64*	-1	8	19	-3
CCc1nnc(NC(=O)c2ccc(S(=O)(=O)N3CCCCC3)cc2)s1	3	0	-11	-3	0	-15	10	1	-7	-32	-11
CCOc1ccc(C(=O)Nc2ccc3c(c2)OCCO3)cc1	35	-108	4	-127	55*	-32	-2	-4	-1	-99	-46
COc1ccc(CCNC(=O)c2cc([C@@H](NC(=O)OC(C)(C)C)C(C)C)sc2N)cc1OC	/	/	/	-24	-18	5	/	/	-3	/	21
O=C(/C=C/c1ccc(Cl)cc1)N1CCN(c2ccccn2)CC1	-22	13	1	-9	3	11	-28	0	5	1	14
CC(C)NC(=O)C1CCN(C(=O)c2cc3sccc3n2Cc2ccc(F)cc2)CC1	33	5	12	-24	5	/	41	7	-7	-13	/
Cn1c(SCC(=O)c2ccccc2)ncc(C(=O)Nc2ccccc2)c1=O	-107	-8	7	9	-6	-15	-6	-4	1	4	-3
O=C(O)c1ccc(-c2nc(-c3ccccc3Cl)cs2)cc1	-41	-87	-9	-151	-3	-29	-62	4	-8	-84	-22
CC(=O)Nc1ccc(NC(=O)C2(C)CC2(Cl)Cl)cc1 (configuration not stated)	-27	-20	-3	9	2	-54	-6	8	-5	4	-2
Cc1c(Cc2ccccc2)c(=O)oc2c(C)c(OCC(=O)N[C@@H](Cc3ccccc3)C(=O)O)ccc12	-5	16	5	-10	11	-11	22	0	-8	9	10
COCCN1C[C@@H](CO)O[C@@H](n2cnc3c(NCCCO)ncnc32)C1	-18	0	/	-22	5	5	9	/	-17	-3	2
COc1ccc(N2CCC(CNC(=S)Nc3c(C)cc(C)cc3C)C2)cc1 (configuration not stated)	1	5	-2	-21	6	-12	23	4	-8	4	13
Cc1ccc(-n2c(=S)sc3c(=O)n(-c4ccc(F)cc4)c(SCC(=O)O)nc32)cc1C	14	-1	-4	0	5	-3	-4	8	-11	10	4
O=C(NC(=S)Nc1ccc(S(=O)(=O)NC2CCCCC2)cc1)c1cccs1	53*	-1	21	5	-1	26	17	2	1	23	-9
OCC[C@H]1C[C@H](O)[C@@H](O)[C@]2(CCc3ccccc3CO2)O1	4	0	-7	7	-18	-22	-5	-1	-26	7	-1
O=C(COc1ccc(Cl)cc1Cl)NCCCCc1ccccc1	-12	-5	-3	-13	-6	-24	-15	-8	-5	-1	17
C=CCC1NS(=O)(=O)OC(COC)C1C (configuration not stated)	2	-6	-5	10	2	6	-8	-5	2	-2	10
O=C(Nc1ccc2[nH]c(=O)[nH]c2c1)c1ccc(Cl)c(Cl)c1	-9	1	-11	-5	-21	-17	2	/	-6	12	-3
Cc1nc(CCNC(=O)Cc2ccc(F)cc2)cs1	-7	-4	10	1	-8	13	-3	7	9	-11	18
CCCCn1c(N)c(N(C)C(=O)c2cccc(-n3cnnn3)c2)c(=O)[nH]c1=O	-2	-50	-9	2	-2	7	0	-6	13	-3	-14
Nc1cc[n+](CC(=O)c2ccc3c(c2)OCCO3)cc1	10	-10	9	40	0	30	11	-4	4	17	40*
Cc1ccc(S(=O)(=O)NNC(=O)c2cccs2)c(C)c1	3	-1	1	2	1	-26	-4	-4	-17	4	-4
O=C(c1cccc(Br)c1)N1CCN(S(=O)(=O)N2CCOCC2)CC1	7	9	1	16	3	22	4	2	-3	-16	5
O=C1CCCC2=C1C1c3ccccc3C(=O)N1c1ccc(C(=O)c3ccccc3)cc1N2 (configuration not stated)	6	9	-19	-4	-2	15	3	-3	-3	10	11
COc1cccc(CC(NC(C)=O)C(=O)NC2CCN(S(=O)(=O)c3ccc(NC(C)=O)cc3)CC2)c1 (configuration not stated)	-8	-18	-10	8	-9	-6	-1	3	-9	-1	5
O=C(NC1CCCCCC1)c1ccc(CS(=O)(=O)Cc2ccccc2F)o1	-10	-5	-5	-14	-1	3	1	-2	5	3	-9
CC1CN(c2nc3ccccc3cc2-c2ccccc2)CC(C)O1 (configuration not stated)	1	1	4	-9	-5	0	9	-2	-10	16	-3
Cc1ccc(NC(=O)CN(C)CC(=O)Nc2ccc(N3CCOCC3)cc2)c([N+](=O)[O-])c1	-15	-3	3	4	9	-9	4	-11	-9	-3	0
COc1ccc(CN(C)C(=O)/C=C/c2ccc(S(=O)(=O)N3CCCCCC3)cc2)cc1	35	-9	8	10	19	13	33	-1	12	18	38*
CCCOc1ccc(-c2nc(N3CCN(C)CC3)c3ccccc3n2)cc1	-34	-113	-25	-99	66*	-42	-69	0	5	-91	-67
Cc1ccc(O)c(C(CC(=O)NCc2ccco2)c2ccccc2)c1 (configuration not stated)	-2	-2	1	1	5	-10	7	-20	2	17	-6
O=C1CC(NNc2ccccc2)C(=O)N1c1cccc(Cl)c1 (configuration not stated)	15	-10	-13	-2	1	-13	-18	-8	-6	10	-20
CC1CCN(Cc2c(O)ccc3c(=O)c(-c4nc5ccccc5s4)c(N)oc23)CC1	-12	6	10	0	5	-19	-8	-9	0	0	-10
C=CCNc1nc2c(c(=O)[nH]c(=O)n2C)n1Cc1cccc(C)c1	3	5	2	-2	0	-24	-11	-4	-5	-26	-7
COc1ccc(S(=O)(=O)N2CCC[C@@H]2C(=O)N2CCC[C@H]2C(=O)NCc2ccncc2)cc1C	-6	/	/	2	3	-20	-14	/	-3	/	-15
CCC(=O)Nc1ccc(NC(=O)/C=C/c2ccc(Cl)cc2)cc1	-20	0	-7	6	1	-4	-14	0	-1	4	8
CC(=O)Nc1ccc(N/C=C/C(=O)c2ccccc2)cc1	-13	-101	-26	-93	10	-35	-38	-5	6	-83	-7
O=C1CSC(c2cccnc2)N1c1ccccc1 (configuration not stated)	6	1	-9	17	-2	-3	-50	-5	-11	21	15
CC(=O)Oc1c2occc2cc2ccc(=O)oc12	12	-3	3	7	-4	-16	6	-13	-6	16	3
O=C1CCCc2nn(-c3ccccc3)nc21	-21	-17	-6	-18	21	-61	-19	-4	2	-6	-27
O=C1CC2(CCN(C(=O)c3ccccc3[N+](=O)[O-])CC2)Oc2ccccc21	10	3	12	-15	-8	-21	-2	9	0	19	4
Cc1cccc(NS(=O)(=O)c2ccc(C(=O)N3CCN(c4ccccc4O)CC3)cc2)c1C	27	-7	4	20	3	-7	27	2	-12	8	21
O=C(O)c1c[nH]c2nccnc12	17	-8	-1	-4	11	3	-9	1	0	-9	19
O=[N+]([O-])c1ccc(C[n+]2cccc3ccccc32)cc1	-13	2	-10	12	12	-9	18	7	3	4	-5
CC(C)=CCN1CCN(Cc2cccc3nonc23)CC1CCO (configuration not stated)	-12	7	-14	-6	3	-37	3	/	-3	4	-9
O=C(CSc1nnc(-c2ccc(F)cc2)c2ccccc12)Nc1ccccc1	13	-6	-13	0	-3	-2	0	-5	6	0	-7
CCOc1cc(/C=C(\C(=O)O)c2ccc(S(=O)(=O)N3CCCC3)s2)ccc1OC	-11	-13	-7	-22	8	1	2	6	-10	-6	4
